Screens: PubChem, several laboratories
Runt-SMMHC FRET: inhibitors of RUNX1 Runt–CBFb-SMMHC binding, primary screen, biochemical, FRET, Cerulean-Runt, Venus-CBFb-SMMHC, uHTS; Runt-related transcription factor 1 (Homo sapiens) + Core-binding factor subunit beta …; Cerulean-Runt/Venus-CBFb-SMMHC FRET ratio 530/480, 1 h; inhibition, % at 20 µM; 0.74% of 220,000 active;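 active = mean inhibition across duplicate retests at 20 µM reaching about 50%, limit read from the data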;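 also: 0% = DMSO wells and 100% = wells with excess untagged CBFb-SMMHC; inhibitors lower the FRET ratio by blocking Runt binding to CBFb-SMMHC; some results filed as inactive read as strong as hits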
Runt-CBFb FRET: inhibitors of RUNX1 Runt–CBFb binding, primary screen, biochemical, FRET, Cerulean-Runt, Venus-CBFb, uHTS; Runt-related transcription factor 1 (Homo sapiens) + Core-binding factor subunit beta …; Cerulean-Runt/Venus-CBFb FRET ratio 530/480, 1 h; inhibition, % at 20 µM; 0.46% of 220,000 active; AID 1496, 2009;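 active = inhibition over about 50% at 20 µM in the single-dose screen, limit read from the data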;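 also: 0% = DMSO wells and 100% = excess unlabeled CBFb competitor control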
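Schedule: protein complex preformed 1 h, compound exposure 1 h, room temperature, dark; test system: Cerulean-labeled Runt domain protein; amount: 100 nM per protein; buffer or medium: Tris 50 mM pH 7.5, KCl, K2SO4, 0.01% BSA; read-out: loss of energy transfer signal; detection: FRET fluorescence; controls: 5 µM unlabeled CBFb as full-inhibition high control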
p97 inhibitor: inhibitors of human p97 ATPase, primary screen, biochemical; recombinant p97 ATPase, Kinase-Glo ATP luminescence, 3 h; AID 1481, 2009; 0.42% of 220,000 active; Transitional endoplasmic reticulum ATPase (Homo sapiens), P55072; inhibition, % at 8 µM; in the data active = inhibition above about 15%;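 also: 0% = DMSO vehicle and 100% = wells lacking enzyme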
Hck Nef HTS: inhibitors of Nef-activated human Hck kinase, primary screen, biochemical, Z-Lyte FRET, 384-well, Hck-YEEI; 0.68% of 220,000 active; Recombinant Hck-YEEI plus Nef, Z-Lyte FRET kinase assay; Tyrosine-protein kinase HCK (Homo sapiens), P08631; AID 463187, 2010; inhibition, % at 20 µM;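 active = Hck-Nef kinase inhibition above about 50%, limit read from the data; inactive = inhibition below that limit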;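 also: 0% = DMSO with Hck plus Nef and 100% = Hck alone without Nef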
Target sequence (P08631 whole entry, looked up): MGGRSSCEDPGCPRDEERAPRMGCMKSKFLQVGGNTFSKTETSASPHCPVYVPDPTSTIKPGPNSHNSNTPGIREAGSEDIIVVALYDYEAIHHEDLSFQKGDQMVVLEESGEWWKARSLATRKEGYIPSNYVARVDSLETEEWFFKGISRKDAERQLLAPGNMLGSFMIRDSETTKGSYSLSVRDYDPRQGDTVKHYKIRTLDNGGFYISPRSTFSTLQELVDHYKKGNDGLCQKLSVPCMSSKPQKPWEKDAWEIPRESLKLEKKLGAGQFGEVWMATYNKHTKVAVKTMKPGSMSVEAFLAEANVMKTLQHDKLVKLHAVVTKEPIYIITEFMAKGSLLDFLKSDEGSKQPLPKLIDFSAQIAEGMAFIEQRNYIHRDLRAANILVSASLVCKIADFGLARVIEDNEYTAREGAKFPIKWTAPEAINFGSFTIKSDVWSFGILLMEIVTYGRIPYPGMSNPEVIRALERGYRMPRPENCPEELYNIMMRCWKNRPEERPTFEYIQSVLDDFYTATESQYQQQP
RBBP9 inhibitor: human RBBP9 inhibitors, primary screen, biochemical, fluorescence polarization, FP-Rh probe, HTS | Serine hydrolase RBBP9 (Homo sapiens), O75884 | recombinant RBBP9 | inhibition, % at 7.94 µM | 0.2% of 220,000 active | AID 1515, 2009;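 active = inhibition above the campaign mean of all tested compounds plus 3 SD, cut at about 14% in these data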;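 also: plate controls were DMSO wells with RBBP9 for no effect and wells lacking RBBP9 protein for full effect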
Target sequence (O75884 whole entry, looked up): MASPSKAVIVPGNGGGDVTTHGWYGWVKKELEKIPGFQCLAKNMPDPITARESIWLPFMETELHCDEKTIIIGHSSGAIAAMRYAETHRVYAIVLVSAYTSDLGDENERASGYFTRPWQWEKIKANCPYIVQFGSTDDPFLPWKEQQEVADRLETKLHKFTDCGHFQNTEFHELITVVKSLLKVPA
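Controls: DMSO-treated enzyme wells and wells lacking RBBP9 | Material: RBBP9 protein | Technique: Fluorescence polarization | Replication: Single well per compound, no replicates | Buffer or medium: Tris-NaCl-Pluronic buffer, pH 8.0 | Timing: 30 min compound preincubation, 45 min probe labeling, 25 °C | Read-out basis: Percent inhibition from mP, scaled between DMSO and no-protein wells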
NPY Y1 blocker: NPY-Y1 receptor antagonists, primary screen, cell-based | HEK293-CNG Y1 cells, membrane potential fluorescence; NPY at EC95, then isoproterenol | Neuropeptide Y receptor type 1 (Homo sapiens), P25929 | inhibition, % at 3.6 µM | AID 1040, 2008 | 1% of 200,000 active;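 active = inhibition above the campaign mean inhibition of all tested compounds plus 3 SD, cut at about 20% in these data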;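 also: 0% = DMSO wells given NPY plus isoproterenol and 100% = isoproterenol alone without NPY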
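Assay system: HEK293 cells with Y1 receptor plus CNG channel | Probe or stimulus: NPY (25 nM), isoproterenol (1 µM), Ro 20-1724 (25 µM) | Timing: Compound incubation 1 h at room temperature, readout 45 min post-stimulation | Measured by: Membrane-potential fluorescent dye readout | Benchmarks: High control isoproterenol alone, low control NPY with isoproterenol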
NPY-Y1 PAM-ag: NPY-Y1 receptor potentiators or agonists, primary screen, cell-based; NPY-Y1 expressing cells, potentiator/agonist activation; activation, % at 3.6 µM; 0.37% of 220,000 active; AID 1304, 2008; in the data active = activation above about 33%, passing the limit was not always enough;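 also: cells stimulated with NPY at EC10 then isoproterenol at EC100; 0% = low agonist plus stimulus and 100% = saturating agonist plus stimulus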
MDM2 E3 inh: MDM2-luciferase reporter signal enhancers, primary screen, MDM2 E3 ligase inhibitor project, cell-based, luminescence, 1536-well; 0.11% of 210,000 active; signal enhancement, % at 5 µM; AID 1230, 2008; E3 ubiquitin-protein ligase Mdm2 (Homo sapiens), Q00987; cell-based MDM2 ubiquitination luciferase reporter, 2 h; 0 = plate control, 100 = twice control, blank-subtracted;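 active = signal enhancement of 30% or more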;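 also: luminescence tracks abundance of the self-degrading MDM2-luciferase fusion protein; higher signal means inhibition of MDM2 E3 ligase activity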
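Assay system: mammalian cells stably expressing self-ubiquitinating, self-degrading MDM2 E3–luciferase fusion. Quantity: 2000 cells in each well. Medium: DMEM culture medium. Compound dosing: single-point 5 µM. Timing: cell settling 4 h, compound treatment 2 h, both 37 °C. Technique: luciferase luminescence. Read-out basis: percent signal gain over controls, blank-subtracted. Benchmarks: plate controls and plate blanks.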
NPY-Y2 PAM-ag: NPY-Y2 potentiators or agonists, primary screen, cell-based; Neuropeptide Y receptor type 2 (Homo sapiens), P49146; cells expressing NPY-Y2, potentiator/agonist read-out; activation, % at 3.6 µM; 0.45% of 220,000 active; AID 1359, 2008; in the data active = activation above about 27%;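 also: cells stimulated with NPY near EC25 plus isoproterenol at EC100; 0% = vehicle plus submaximal agonist and 100% = vehicle plus saturating agonist; some results beyond the cut were filed as inactive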
* hit, by the source's call; / = not tested or not shown.

SMILES	Runt-SMMHC FRET	Runt-CBFb FRET	p97 inhibitor	Hck Nef HTS	RBBP9 inhibitor	NPY Y1 blocker	NPY-Y1 PAM-ag	MDM2 E3 inh	NPY-Y2 PAM-ag
CCn1nnc(NC(=O)c2cccnc2)n1	-6.2	1.1	-1.9	-0.8	-1.7	16.1	-3.7	-10.7	-0.2
CCN1CCN(c2ccc(NC(=O)CCc3c(C)nc4c(-c5ccccc5)c(C)nn4c3C)cc2)CC1	1.3	1.9	1.9	7.5	6.7	-5.6	32.1	-3.9	11.9
CCOc1ccc(N2C(=O)CN=C2Nc2ccccc2Cl)cc1	-0.3	/	-1.7	0.7	-7.9	-3.1	5.1	-4.8	7.8
COc1ccccc1NC(=O)CSc1nnc2ccc(-c3cccnc3)nn12	-1.2	0.6	5.0	24.8	-6.2	-2.6	18.9	4.6	6.1
COc1cccc(-c2nc(NCC3CCCO3)c3ccccc3n2)c1O (centres undefined)	-1.2	/	2.3	0.6	-9.7	-2.9	8.1	-37.3	9.1
O=C(NNC(=O)c1ccccc1Cl)c1ccncc1	2.8	0.8	-1.3	4.9	-5.0	5.1	-3.1	2.6	2.3
CN1CCN(C(=O)c2cccc(S(=O)(=O)N3CCCCC3)c2)CC1	2.8	-1.1	-1.3	-1.6	-5.5	-6.4	-1.9	-1.0	-3.2
CCOC(=O)C1=C(C)NC(C)=C(C(=O)OCC)C1C1=COCCO1	-0.2	1.5	-1.7	0.1	-2.1	-2.8	1.6	-3.7	5.7
COc1cccc(-n2nnnc2SCC(=O)c2cc(OC)ccc2OC)c1	0.4	0.5	0.3	-3.2	1.1	2.7	1.0	-8.1	6.7
CCS(=O)(=O)N1CCC(C(=O)NCCN2CCOCC2)CC1	2.1	0.9	2.3	2.1	-6.4	1.7	2.1	-5.7	-6.3
CCN(CC)S(=O)(=O)c1ccc2nc(CCl)[nH]c2c1	2.9	-0.4	0.3	22.9	-2.1	-1.4	1.8	-4.4	-6.1
O=C(N/C(=C/c1cccnc1)C(=O)N1CCOCC1)c1ccccc1	-1.6	-1.1	-0.4	-3.0	4.0	-0.9	-4.3	-13.9	8.3
CCNc1nc(NC(C)(C)C)nc(SC(C(C)=O)C(C)=O)n1	2.7	-1.6	2.9	-0.5	4.0	0.5	19.6	-10.2	21.3
NC(=O)COC(=O)c1cc(-c2ccco2)nc2ccccc12	-3.7	23.5	7.3	-13.2	0.2	/	-19.6	-15.1	-2.2
O=C(CN1C(=O)CSC1=O)N1CCc2ccccc2C1	-5.7	-0.8	2.7	0.8	4.1	8.1	-17.3	5.1	-6.3
O=C(O)Cc1ccc2sc(-c3ccccc3)nc2c1	-0.8	-1.5	-0.3	1.8	-2.5	3.0	3.8	-2.5	-8.1
O=C(CSc1nc2cc(Cl)ccc2o1)NCCc1ccccc1	1.4	-2.1	-2.8	1.9	-11.1	7.8	-50.2	-7.6	-6.6
CCOC(=O)/C(=C/Nc1ccccc1)[N+](=O)[O-]	-1.9	-0.6	-4.1	-1.1	-4.9	-0.7	-22.7	-8.6	2.1
COc1cc(OC)cc(-c2nnc(SCc3cccc(C(=O)O)c3)o2)c1	-1.5	1.3	0.6	-1.9	2.8	-1.7	2.6	-20.6	6.6
CCOc1ccc(CN2CCN(S(=O)(=O)c3ccc(NC(C)=O)cc3)CC2)cc1	-3.2	-2.9	1.9	19.9	-7.5	-1.2	15.9	-10.4	4.3
O=C(CCN1C(=O)C2CCCCC2C1=O)Nc1ccc(F)c(F)c1F (centres undefined)	3.7	0.9	-6.0	-3.5	-5.1	5.5	8.1	-23.8	-9.6
COC(=O)C(CCSC)NC(=O)C12CC3CC(CC(C3)C1)C2 (centres undefined)	2.8	-0.6	1.4	-3.9	2.6	6.9	26.1	-6.7	-2.6
c1ccc(Nc2nc(-c3ccncc3)cs2)cc1	0.8	-0.9	2.2	-4.9	1.1	-17.3	57.9*	-4.2	43.7*
Nc1ccc(-c2nc3cc(N)ccc3s2)cc1	-25.6	-8.3	4.1	17.2	-1.0	5.2	14.3	-61.1	7.5
O=C(Nc1ccc2c(c1)OCO2)C(c1ccccc1)N1CCN(C(=O)c2ccco2)CC1 (centres undefined)	-1.6	2.1	5.0	-6.5	-5.0	2.7	14.6	-7.0	9.9
COc1ccc(/C=N/Nc2nc(=O)[nH]nc2C)cc1OC	-3.0	0.7	-5.2	0.7	-4.3	/	-5.9	-8.6	-8.2
CCOC(=O)N1CCN(CC(=O)Nc2c(C(=O)OC)[nH]c3ccc(Cl)cc23)CC1	-5.9	-3.1	-0.3	1.8	1.5	-9.1	-8.8	-3.8	-8.2
COc1cc(C2CC(=O)c3cnc(N)nc3C2)cc(OC)c1OC (centres undefined)	-1.7	2.9	5.0	1.7	0.3	15.6	-13.2	-2.4	11.2
O=C(CN1C(=O)C2(OCCO2)c2ccccc21)c1ccc(Cl)cc1	0.2	-1.4	-5.3	-1.4	-5.4	4.2	-15.1	-9.6	-6.6
NC(=O)CC12CC3CC(C1)CC(CC(N)=O)(C3)C2	1.0	1.6	-7.3	0.4	-5.2	-0.4	9.1	-14.2	-13.5
CCOc1ncccc1C(=O)OCc1ccc(C#N)cc1	0.6	-0.3	-3.8	1.1	-6.7	3.4	-25.6	-10.9	-7.0
CCCN1C2CCCC1CC(NC(=S)NCCCOCC)C2 (centres undefined)	2.8	0.6	5.1	15.8	-1.8	4.2	14.6	-10.0	-2.1
CCC(C)NC(=O)CNC(=S)N(Cc1ccc(F)cc1)C1CCCCC1 (centres undefined)	-4.7	-3.8	-3.0	18.6	-3.7	5.3	0.9	-4.1	-3.0
C/C(=N\NC(=O)c1cccc(S(=O)(=O)N2CCOCC2)c1)c1cc2ccccc2o1	0.2	0.0	4.6	26.9	-3.1	/	5.1	/	-18.7
O=C1C2ON(c3ccc(Cl)cc3)C(c3ccco3)C2C(=O)N1c1ccccc1 (centres undefined)	-6.2	5.4	-1.4	-8.2	1.4	3.1	-5.4	-16.3	-23.8
C/C(=N\NC(=O)c1ccc(CSc2nncn2C)cc1)c1ccc(C#N)cc1	2.3	1.9	-3.7	0.3	-5.1	2.8	-13.1	-21.1	4.2
CN(C)/C=N/c1nc2ncc(-c3ccc(Cl)cc3)c(/N=C/N(C)C)n2n1	-0.5	-0.4	3.4	1.8	3.4	2.9	5.5	3.3	10.9
Cc1cc(C)c(NC(=O)CN2CCN(C)CC2)c(C)c1	-1.3	1.6	/	-0.5	/	/	/	0.4	/
Cc1c(C(=O)N2CCCC2)sc(NC(=O)c2ccco2)c1C#N	63.4	7.2	3.6	9.1	-11.4	-4.0	10.4	-9.2	11.8
Oc1ccc(C=Nc2ccc3ncccc3c2)c(O)c1	-8.2	7.6	11.1	5.3	-5.0	6.1	26.0	5.3	7.2
CCOC(=O)N1CCN(c2cc3nccnc3cc2F)CC1	-6.2	-3.7	-0.1	1.4	-5.0	0.5	-4.7	/	-2.5
O=C(NNC(=O)c1ccccc1C(=O)O)c1ccc(O)cc1	1.6	2.0	-2.4	18.6	-22.1	2.5	-19.5	-5.5	-4.1
COC(=O)/C=C1\C(=O)N(c2nc3ccc(OC)cc3s2)C(=S)N1c1ccc(F)cc1	-5.4	-1.5	-1.1	2.9	-3.4	3.4	-17.8	-3.0	-2.1
CCCCNC(=O)c1onc(CSc2ccc(F)cc2)c1C(=O)O	-3.1	-0.7	0.4	0.8	0.7	10.8	-16.2	-13.0	-19.3
Cc1ccc(NC(=O)Cn2ccsc2=N)c([N+](=O)[O-])c1	1.1	0.7	5.8	20.4	-2.0	-1.1	6.0	-6.8	15.2
CCCN(CCC)c1ccc(C(O)c2nnc(-c3ccccc3)o2)cc1 (centres undefined)	-2.0	-1.8	-9.8	-0.2	-3.1	0.5	1.9	-18.3	3.6
CCOC(=O)C1CC(c2ccccc2)=NNC1=O (centres undefined)	1.9	0.0	0.9	7.7	-8.4	-2.5	14.1	5.8	23.8
COc1cc(CNCCSc2nnnn2C)cc(Br)c1OCc1ccccc1F	-3.9	-0.3	-0.3	1.9	-0.9	-2.4	-8.6	-12.3	-5.2
Cc1cc(C)cc(N2C(=O)C3CC=CCC3C2=O)c1 (centres undefined)	-8.4	1.3	7.7	1.2	13.0	-0.4	-12.5	-5.4	14.5
COc1cccc(NC(=O)CCCOc2cc(=O)n(C)c3ccccc23)c1	-6.3	2.6	2.0	-18.4	3.5	7.0	-14.7	-32.3	8.2
S=c1[nH]nc(-c2ccco2)n1/N=C/c1ccccc1	6.3	11.0	0.6	-41.2	-11.8	/	6.7	-19.6	-9.9
Cc1c(NC(=O)CN2CCN(c3cccc(Cl)c3)CC2)c(=O)n(-c2ccccc2)n1C	-0.3	0.2	-0.3	-8.5	-1.9	5.8	17.0	1.8	8.2
Cc1ccc(NC(=O)CN2C(=O)C(C)Oc3ccccc32)nc1 (centres undefined)	3.9	-0.1	-1.4	1.9	-10.9	-0.9	10.8	1.5	6.5
